RNase H inhibition = RNase H inhibition, HIV 1 Gag Pol polyprotein, FRET biochemical assay, screening (AID 372); HIV-1 RT RNase H, FRET RNA/DNA substrate fluorescence; higher % means a stronger effect; inhibition, % at 10 µM, or IC50 in µM where a hit was titrated; 100,000 compounds, 0.77% hits; in the data active = inhibition above about 50%
The depositor's hits bear a star.

SMILES | RNase H inhibition
OC(CN1CCN(c2cccc(Cl)c2)CC1)Cn1c2ccccc2c2ccccc21 (stereo unspecified) | 32%
CCCN(CCC)C(=O)c1ccccc1Cl | 9%
O=C(Nc1ccc(N2CCOCC2)cc1)c1ccc(-c2cccc(Cl)c2)o1 | 13%
Cc1cccc(N2CC(=O)N/C2=N\c2nc(C)cc(C)n2)c1 | 0%
O=C(Nc1cccc(NC(=O)c2cccc(Cl)c2)c1)c1ccc([N+](=O)[O-])cc1 | 15%
Cc1ccc(NC(=O)C(=O)NCc2ccccc2Cl)c(C)c1 | 4%
CCOC(=O)Cc1csc(NC(=O)c2ccc(N3CCOCC3)c([N+](=O)[O-])c2)n1 | 4%
COc1ccc2c(c1)-c1c(ssc1=S)C(C)(C)N2C(=O)CSc1nc(C)cc(C)n1 | 4%
O=C(COc1ccc(Cl)cc1Cl)Nc1cc(Cl)c(Cl)cc1Cl | 16%
O=C(NCC1CCCO1)c1ccc(F)cc1 (stereo unspecified) | 3%
O=[N+]([O-])c1cccc(N=Cc2nc(-c3ccccc3)oc2O)c1 | 9%
Cc1c(NC(=S)NC(=O)c2cccc3ccccc23)cccc1-c1nc2cc(Cl)ccc2o1 | 7%
O=C(O)CCCCCCCCCCN1C(=O)/C(=C/c2ccc(Br)cc2)SC1=S | 25%
c1coc(CNc2nc(-c3ccncc3)cs2)c1 | 8%
Cc1ccc(N2C(=O)NC(=O)/C(=C/c3ccc(C)c([N+](=O)[O-])c3)C2=O)cc1 | 7%
COc1ccc(Br)cc1C(=O)Nc1cccc(Cl)c1C | 1%
CCC(=O)Nc1c(-c2ccccc2)nc2ccc(C)cn12 | 0%
CC(C)(C)c1ccc(OCCCCSC#N)cc1 | 0%
O=C(O)CN1C(=O)/C(=C\c2ccc(-c3ccccc3Cl)o2)SC1=S | 23%
COc1ccc(C2C(C#N)=C(N)OC3=C2C(=O)CC(C)(C)C3)c2ccccc12 (stereo unspecified) | 12%
Cc1cccc(OC(=O)c2cccc([N+](=O)[O-])c2)c1 | 6%
Oc1ccc(Br)cc1C=Nc1ccc(Cl)cn1 | 0%
Cc1cc(C)cc(OCCCN2CCN(C)CC2)c1 | 7%
CCOC(=O)N1CCN(CC(O)COc2ccc(C)c(C)c2)CC1 (stereo unspecified) | 0%
O=C1C(Cl)=C(N2CCCCC2)C(=O)N1c1cccc(Cl)c1 | 10%
O=C(Nc1nc2ccccc2s1)c1ccc(Cl)cc1Cl | 0%
COc1cc(/C=C2\C(=O)N(c3ccc(S(N)(=O)=O)cc3)N=C2C)ccc1O | 31%
CCCC(CCC)=C(C#N)C(=O)OCC | 7%
O=C1CSC(c2ccccc2)N1c1cccc(Cl)c1 (stereo unspecified) | 8%
O=C(N/N=C/c1cc(Br)cc([N+](=O)[O-])c1O)NC12CC3CC(CC(C3)C1)C2 | 0%
Cc1ccc(C(=O)NC(=S)NCc2ccco2)cc1 | 23%
O=C(Cn1cnc([N+](=O)[O-])n1)c1ccccc1 | 0%
Cc1ccc(C2CC(=O)C=C(NCc3ccccc3)C2)cc1 (stereo unspecified) | 18%
O=C(/C(=C/c1ccccc1[N+](=O)[O-])c1nc2ccccc2s1)c1ccccc1 | 0%
COc1ccccc1N1CCN(/N=C/c2ccc(C(F)(F)F)cc2)CC1 | 3%
O=[N+]([O-])c1cc(N=Cc2ccc(Br)s2)ccc1Cl | 5%
CCOc1ccccc1NC(=O)CCCc1ccccc1 | 11%
CCCCCC1CCC(c2ccc(-c3nc(-c4ccc(Cl)cc4)no3)cc2)CC1 (stereo unspecified) | 3%
O=C1C(=Cc2ccc(N3CCOCC3)o2)C(=O)c2ccccc21 | 16%
O=C(NN1C(=O)S/C(=C\c2ccc(Cl)cc2Cl)C1=S)c1ccccc1O | 11%

As a short view, part of the list above.
SMILES | RNase H inhibition
COc1ccc(Br)cc1C(=O)Nc1cccc(Cl)c1C | 1%
CCC(=O)Nc1c(-c2ccccc2)nc2ccc(C)cn12 | 0%
CC(C)(C)c1ccc(OCCCCSC#N)cc1 | 0%
O=C(O)CN1C(=O)/C(=C\c2ccc(-c3ccccc3Cl)o2)SC1=S | 23%
COc1ccc(C2C(C#N)=C(N)OC3=C2C(=O)CC(C)(C)C3)c2ccccc12 (stereo unspecified) | 12%
Cc1cccc(OC(=O)c2cccc([N+](=O)[O-])c2)c1 | 6%
Oc1ccc(Br)cc1C=Nc1ccc(Cl)cn1 | 0%
Cc1cc(C)cc(OCCCN2CCN(C)CC2)c1 | 7%
CCOC(=O)N1CCN(CC(O)COc2ccc(C)c(C)c2)CC1 (stereo unspecified) | 0%
O=C1C(Cl)=C(N2CCCCC2)C(=O)N1c1cccc(Cl)c1 | 10%
O=C(Nc1nc2ccccc2s1)c1ccc(Cl)cc1Cl | 0%
COc1cc(/C=C2\C(=O)N(c3ccc(S(N)(=O)=O)cc3)N=C2C)ccc1O | 31%
CCCC(CCC)=C(C#N)C(=O)OCC | 7%
O=C1CSC(c2ccccc2)N1c1cccc(Cl)c1 (stereo unspecified) | 8%
O=C(N/N=C/c1cc(Br)cc([N+](=O)[O-])c1O)NC12CC3CC(CC(C3)C1)C2 | 0%
Cc1ccc(C(=O)NC(=S)NCc2ccco2)cc1 | 23%
O=C(Cn1cnc([N+](=O)[O-])n1)c1ccccc1 | 0%
Cc1ccc(C2CC(=O)C=C(NCc3ccccc3)C2)cc1 (stereo unspecified) | 18%
O=C(/C(=C/c1ccccc1[N+](=O)[O-])c1nc2ccccc2s1)c1ccccc1 | 0%
COc1ccccc1N1CCN(/N=C/c2ccc(C(F)(F)F)cc2)CC1 | 3%
O=[N+]([O-])c1cc(N=Cc2ccc(Br)s2)ccc1Cl | 5%
CCOc1ccccc1NC(=O)CCCc1ccccc1 | 11%

(continued)
SMILES | RNase H inhibition
O=C(N/N=C/C=C/c1ccccc1)c1cccc(N2CCCC2=O)c1 | 1%
CCOc1ccc(NC(=O)/C(C#N)=C\c2ccc(O)c(OCC)c2)cc1 | 20%
O=C(O)c1ccc(Nc2nc(-c3ccccn3)cs2)cc1 | 0%
CCOC(=O)C1=C(C)N=c2s/c(=C\c3cc(Br)ccc3O)c(=O)n2C1c1ccc(OC)c(OC)c1 (stereo unspecified) | 17%
COc1ccc(N(CC(=O)Nc2ccc(Cl)cc2C)S(C)(=O)=O)c(OC)c1 | 42%
O=C(Nc1ccccc1)OCCOc1c(Cl)cc(Cl)cc1Cl | 14%
CCOC(=O)c1cccc(NC(=O)C(C)Oc2ccc(Cl)cc2C)c1 (stereo unspecified) | 22%
COc1ccc(COC(=O)C2=C(C)NC3=C(C(=O)CC(C)(C)C3)C2c2ccc(F)c(F)c2)cc1 (stereo unspecified) | 4%
COc1ccc(CNS(=O)(=O)c2ccc(OC)cc2)cc1 | 0%
Cc1cccc(C(=O)NC(=S)Nc2cccc(NC(=O)c3ccc(Cl)cc3Cl)c2)c1 | 12%
CCCOc1ccc(/C=C2\C(=O)N(c3ccc(S(N)(=O)=O)cc3)N=C2C)cc1OC | 6%
O=C(Nc1nc2ccc(Br)cc2s1)c1cccs1 | 25%
Cc1ccc(C=Nc2ccc(C(N)=O)cc2)s1 | 1%
COc1ccc(CCN=C(Nc2ccccc2)SC2CC(=O)NC2=O)cc1OC (stereo unspecified) | 2%
O=c1[nH]c(=O)n(-c2cccc(Cl)c2)c(O)c1C=NCc1ccc(F)cc1 | 15%
COc1cc(CN2CCN(Cc3ccc(OC)c(OC)c3OC)CC2)cc(OC)c1OC | 4%
COc1ccc(/C=C2\SC(N3CCCC3)=NC2=O)c(OC)c1 | 3%
COc1ccc(COc2ccc3c(C)c(C)c(=O)oc3c2)cc1 | 1%
N=C1/C(=C/c2ccc(-c3cccc(Cl)c3)o2)C(=O)N=C2SC(c3ccccc3)=NN12 | 12%
O=C(Nc1ccc2[nH]c(=O)[nH]c2c1)c1cccnc1 | 4%
COc1cccc(OCCOCCOc2ccc(C)cc2)c1 | 12%
COC(=O)c1ccc(/C=C2\SC(=S)N(c3cccc(OC)c3)C2=O)cc1 | 3%
Cc1ccccc1C(=O)NNC(=O)Cc1ccc(-c2ccccc2)cc1 | 5%
O=c1[nH]c(=S)n(-c2ccc(Cl)cc2)c(O)c1/C=C1\C=Nc2ccccc21 | 0%
COc1ccc2c(c1)c1c3n2CCN(C(=S)Nc2ccccc2)C3CCC1 (stereo unspecified) | 16%
Cc1ccc(NC(=O)c2ccccc2NC(=O)Cc2cccs2)cc1C | 13%
CCOc1ccc(-c2n[nH]c(C(=O)N/N=C/c3ccc(O)cc3O)c2C)cc1 | 13%
N#C/C(=C\c1ccc(-c2cccc(C(=O)O)c2)o1)C(=O)Nc1ccc(Cl)cc1 | 0%
COc1ccc(-c2nc(-c3cc(OC)c(OC)cc3OC)[nH]c2-c2ccc(OC)cc2)cc1 | 4%
CC(C)(C)c1ccc(OCC(=O)Nc2ccc(F)cc2)cc1 | 0%
CCn1c2ccccc2c2cc(-c3nn(-c4ccccc4)cc3C=C(C#N)C#N)ccc21 | 5%
COc1ccc(/C=C/C(=O)c2ccc3c(c2)OCCO3)c(OC)c1 | 13%
O=C(Nc1cc(Cl)c(Cl)cc1Cl)c1ccc([N+](=O)[O-])cc1 | 5%
Cc1ccc(C2Nc3ccccc3-c3nnc(SCc4ccc(Cl)cc4)nc3O2)o1 (stereo unspecified) | 11%
COc1ccc(NC(=S)NC(=O)c2ccc(-c3ccc(Cl)cc3)o2)cc1Cl | 11%
CC(C(=O)NCc1ccccc1)N1C(=O)c2ccccc2C1=O (stereo unspecified) | 18%
CCc1nn2c(N)c(/C=C3\C=C(Br)C=CC3=O)c(=O)nc2s1 | 7%
CCN(CC)c1ccc(/C=C(/C#N)c2nc3ccc(C)cc3[nH]2)c(OC(C)C)c1 | 11%
CCN(CC)C(=O)CN(c1cc(Cl)ccc1OC)S(=O)(=O)c1ccc(C)c([N+](=O)[O-])c1 | 17%
CCOc1ccc(N(CC(=O)NCCSc2nc3ccccc3s2)S(=O)(=O)c2ccccc2)cc1 | 15%
CCOC(=O)c1c(NC(=O)CNC(C)c2ccccc2)sc2c1CCCCC2 (stereo unspecified) | 14%
O=C1OC(c2ccc(Br)cc2)=C/C1=C/c1ccc2c(c1)OCO2 | 22%
O=C(Nc1ccc(N2C(=O)C3C4c5ccccc5C(c5ccccc54)C3C2=O)cc1Cl)c1ccc(Cl)cc1Cl (stereo unspecified) | 0%
CCOC(=O)c1c(N)n(CCSc2ccccc2)c2nc3ccccc3nc12 | 10%
COc1ccccc1C(=O)Nc1ccc(I)cc1 | 7%
O=C(N/N=C/c1ccc(O)c(Br)c1)c1cc(Br)ccc1O | 4%
O=C(NCCc1ccc(F)cc1)C1CC(=O)N(c2ccccc2)C1 (stereo unspecified) | 8%
COc1ccc(N2C(=O)/C(=C\c3cc(OC)ccc3OC)C(=O)NC2=S)cc1 | 5%
CCOC(=O)C(C(=O)OCC)C(c1ccccc1)C1C(=O)c2ccccc2C1=O (stereo unspecified) | 14%
Cc1ccc(C(=O)Nc2cccc(C(F)(F)F)c2)o1 | 0%
CCOC(=O)C1=C(C)N=c2s/c(=C/c3ccc(-c4ccc([N+](=O)[O-])cc4OC)o3)c(=O)n2C1c1cccs1 (stereo unspecified) | 22%
CN(C)c1ccc(NC(=O)C(=O)NCc2ccccc2Cl)cc1 | 4%
O=C(Nc1ccc(Br)c(Cl)c1)C(c1ccccc1)c1ccccc1 | 22%
COCCCNC(=O)CC(=O)N/N=C/c1cc(OC)c(OC)c(OC)c1 | 12%
O=C(O)CC1S/C(=N/N=C/c2ccccc2)N(c2ccc(O)cc2)C1=O (stereo unspecified) | 0%
O=C(O)c1cc(-c2ccc(/C=C3/Sc4ccccc4C3=O)o2)ccc1O | 3.3µM*
O=C(N/N=C/c1cn(-c2ccccc2)nc1-c1ccc(F)cc1)c1ccc2c(c1)OCO2 | 4%
CC(=O)N/N=C/c1cc(Cl)ccc1OS(=O)(=O)c1ccc(C)cc1 | 3%
CCN(CC)c1ccc(NC(=O)c2ccco2)cc1 | 18%
CCC(=O)Nc1nc(C)c(-c2csc(NCc3ccco3)n2)s1 | 12%

(more compounds)
SMILES | RNase H inhibition
Cc1ccc(C(C)C)c(OCC(=O)Nc2cccc(C)n2)c1 | 13%
O=C(Nc1ccccc1)c1ccccc1Br | 0%
CCOC(=O)C1=C(C)N=c2s/c(=C\c3cccc4ccccc34)c(=O)n2C1c1ccc(SC)cc1 (stereo unspecified) | 26%
CCCCNCCCCCOc1ccc(C(C)(C)C)cc1 | 9%
CCCCCC(=O)N/N=C/c1ccc(OC)cc1OC | 0%
CCOc1ccc2c3c(c(=O)oc2c1)CCC3 | 2%
C=CCSC1=C(C#N)C(c2ccc(O)c(OC)c2)CC(=O)N1 (stereo unspecified) | 9%
COc1ccc2c(c1)-c1c(sn(-c3ccccc3OC)c1=S)C(C)(C)N2 | 27%
COc1ccc2c(c1)-c1c(ssc1=S)C(C)(C)N2C(=O)c1ccccc1Br | 27%
O=C(Nc1cc(Cl)c(Cl)cc1Cl)c1cccc(C(=O)Nc2cc(Cl)c(Cl)cc2Cl)c1 | 5%
c1ccc(CN=C2CCc3ccccc3N2)cc1 | 2%
Cc1ccc(N2C(=O)C3C(C2=O)C2C=CC3C23CC3)cc1 (stereo unspecified) | 5%
O=C1/C(=C\c2ccc(-c3ccc([N+](=O)[O-])cc3Cl)o2)SC(=S)N1Cc1ccccc1 | 0%
CCOC(=O)CCc1c(C)nc2cc(-c3cccc(C)c3)[nH]n2c1=O | 5%
CN(C)CCOC(=O)CCCN1C(=O)/C(=C/c2ccccc2Cl)SC1=S | 13%
CC(=O)Oc1ccc(N2C(=O)C3CC(C)=C(C)CC3C2=O)cc1 (stereo unspecified) | 5%
CCOC(=O)COc1ccc(/C=C2\SC(=O)N(C)C2=O)cc1Br | 2%
O=C(c1ccc(Cl)c(Cl)c1)N1CCN(c2ccc([N+](=O)[O-])cc2F)CC1 | 10%
COc1ccc(C(=O)c2c(C)oc3ccc(O)cc23)cc1 | 8%
COc1cc2c(cc1OC)C(c1ccc(Br)cc1)N(C1CC(=O)N(c3ccccc3)C1=O)CC2 (stereo unspecified) | 15%
Cc1cc(C=C2C(=O)c3ccccc3C2=O)c(C)n1-c1cccc(Cl)c1 | 0%

Bioassay records: PubChem, MTDP

The list is partial. The share of hits here may be higher or lower than overall.
